Mtb BioA inh: blocks M. tuberculosis BioA enzyme activity; purified M. tuberculosis BioA enzyme, plate reader; inhibition, % at 9.99 µM; hit rate 0.096% among 360,000; in the data active = inhibition above about 40%
An asterisk follows results filed as active. An excerpt; count on the stated rates, not on these rows.

Sample of the layout:
SMILES	Mtb BioA inh
C[C@H](CO)N1C[C@H](C)[C@H](CN(C)Cc2ccc(F)cc2)OCc2ccccc2-c2ccccc2C1=O	-3.0
CN(C)CCCNC(=O)[C@@H]1[C@@H](CO)[C@@H]2Cn3c(ccc(-c4cccnc4)c3=O)[C@H]1N2C(=O)CC1CC1	-0.4
N#C[C@H]1[C@@H](c2ccc(C#CC3(O)CCCC3)cc2)[C@@H](CO)N1C(=O)C1CCCC1	15

Results, repeating the preview:
SMILES	Mtb BioA inh
C[C@H](CO)N1C[C@H](C)[C@H](CN(C)Cc2ccc(F)cc2)OCc2ccccc2-c2ccccc2C1=O	-3.0
CN(C)CCCNC(=O)[C@@H]1[C@@H](CO)[C@@H]2Cn3c(ccc(-c4cccnc4)c3=O)[C@H]1N2C(=O)CC1CC1	-0.4
N#C[C@H]1[C@@H](c2ccc(C#CC3(O)CCCC3)cc2)[C@@H](CO)N1C(=O)C1CCCC1	15
C[C@@H]1CN([C@@H](C)CO)S(=O)(=O)c2ccc(-c3ccccc3)cc2O[C@H]1CN(C)S(=O)(=O)c1ccccc1F	-1.8
CO[C@H]1CN(C)C(=O)c2cc(NC(=O)Nc3c(C)noc3C)ccc2OC[C@@H](C)NC[C@H]1C	-0.1
COCC#Cc1ccc2c(c1)O[C@@H](CN(C)Cc1ccccn1)[C@H](C)CN([C@@H](C)CO)S2(=O)=O	-1.0
C[C@@H]1CN([C@H](C)CO)C(=O)Cc2cc(NC(=O)CCC(F)(F)F)ccc2O[C@@H]1CN(C)Cc1ccc(-c2ccccc2)cc1	0.8
C[C@H](CO)N1C[C@H](C)[C@H](CN(C)C(=O)NC2CCCCC2)Oc2ccc(NC(=O)CCN3CCOCC3)cc2CC1=O	-1.3
C[C@@H]1CN([C@H](C)CO)C(=O)c2cccc(NS(=O)(=O)c3cn(C)cn3)c2O[C@H]1CN(C)Cc1ccccc1	-0.5
Cc1ccccc1-c1cnc2c(c1)C(=O)N([C@@H](C)CO)C[C@@H](C)[C@@H](CN(C)CC1CC1)O2	3.9
C[C@H](CO)N1C[C@H](C)[C@H](CN(C)C(=O)c2ccccc2)Oc2cc(C#CC3CC3)ccc2S1(=O)=O	-0.4
C[C@@H]1CN([C@H](C)CO)C(=O)c2cc(NC(=O)Nc3ccccc3)ccc2O[C@H]1CN(C)C(=O)Nc1ccc(F)cc1	-1.4
COCC(=O)Nc1ccc2c(c1)C(=O)N(C)[C@H]1CC[C@@H](CC(=O)NCc3ccccc3F)O[C@@H]1CO2	11
O=C(C[C@H]1CC[C@@H](NC(=O)c2ccccc2)[C@@H](CO)O1)Nc1ccc(-c2ccccc2)cc1	4.3
C[C@H](CO)N1C[C@H](C)[C@H](CN(C)C(=O)NC2CCCC2)Oc2ncc(-c3cccc(C(F)(F)F)c3)cc2C1=O	0.7
C[C@@H]1CN([C@H](C)CO)C(=O)c2cc(/C=C/c3ccccc3)cnc2O[C@@H]1CN(C)Cc1cccc(C(=O)O)c1	0.6
CC(=O)N1[C@H](CO)[C@@H](c2ccccc2)[C@H]1CN(C)C(=O)CN1CCOCC1	-2.1
COC(=O)[C@H]1[C@H](CO)[C@H]2Cn3c(cccc3=O)[C@H]2N1C(=O)C1CC1	0.7
CO[C@@H]1CN(C)C(=O)c2cc(NC(=O)Cc3ccccc3)ccc2OC[C@@H](C)N(C)C[C@H]1C	-1.6
Cc1ccc(S(=O)(=O)N(C)C[C@H]2Oc3cc(C#Cc4ccncc4)ccc3S(=O)(=O)N([C@@H](C)CO)C[C@H]2C)cc1	-2.1
C[C@@H]1CN([C@H](C)CO)C(=O)c2cc(NS(C)(=O)=O)ccc2O[C@@H](C)CCCCO[C@@H]1CN(C)S(C)(=O)=O	-2.4
COCC(=O)N(C)C[C@H]1Oc2ncc(C#C[C@@H](C)O)cc2C(=O)N([C@@H](C)CO)C[C@@H]1C	-0.1
CC(C)NC(=O)N(C)C[C@H]1Oc2ncc(C#CC3CC3)cc2C(=O)N([C@H](C)CO)C[C@H]1C	-1.3
CN(C)C(=O)C[C@H]1C[C@H]2c3cc(NC(=O)Nc4ccccc4F)ccc3O[C@H]2[C@@H](CO)O1	0.3
C[C@@H]1CN([C@@H](C)CO)C(=O)c2cc(NC(=O)Nc3ccc4c(c3)OCO4)ccc2O[C@@H](C)CCCCO[C@@H]1CN(C)Cc1ccccc1	-1.0
CN(C)CC(=O)N1[C@@H]2c3ccc(-c4ccc(F)cc4)c(=O)n3C[C@@H]2[C@@H](CO)[C@@H]1C(=O)NC1CCC1	-3.2
O=C(C[C@H]1CC[C@@H]2[C@H](COC[C@H](O)CN2C(=O)c2ccccc2F)O1)NCc1ccccc1	-2.1
CNC[C@@H]1Oc2cc(-c3ccccc3OC)ccc2S(=O)(=O)N([C@@H](C)CO)C[C@H]1C	-4.9
O=C(C[C@H]1CC[C@@H](NC(=O)c2cccc(F)c2)[C@H](CO)O1)NCCN1CCCC1	-1.0
CC(C)(O)C#Cc1ccc([C@@H]2[C@H]3CN(C(=O)c4cccnc4)CCCCN3[C@H]2CO)cc1	-0.9
COc1ccc(S(=O)(=O)N(C)C[C@@H]2Oc3c(NC(=O)Nc4ccc5c(c4)OCO5)cccc3C(=O)N([C@H](C)CO)C[C@@H]2C)cc1	-0.6
C[C@@H]1CN([C@H](C)CO)C(=O)c2cc(C3=CCCC3)cnc2O[C@@H]1CN(C)C(=O)CN1CCOCC1	-1.7
C[C@H](CO)N1C[C@H](C)[C@H](CN(C)Cc2ccccn2)Oc2ncc(C#CC(C)(C)O)cc2C1=O	-0.1
COc1ccc(NC(=O)N2CCCCN3[C@H](C2)[C@H](c2ccc(C4=CCCC4)cc2)[C@@H]3CO)cc1	1.7
C[C@@H]1CN([C@H](C)CO)C(=O)c2cc(NC(=O)C3CCCCC3)ccc2O[C@@H](C)CCCCO[C@H]1CN(C)C(=O)C1CCCCC1	0.2
O=C(C[C@H]1CC[C@@H]2[C@H](COC[C@H](O)CN2Cc2cccc(C(F)(F)F)c2)O1)NCc1ccc(Cl)cc1	0.6
C[C@@H]1CN([C@@H](C)CO)C(=O)c2cc(NS(=O)(=O)c3cccs3)ccc2O[C@@H](C)CCCCO[C@H]1CN(C)Cc1ccncc1	-3.1
C[C@@H]1CN([C@@H](C)CO)C(=O)c2cc(NC(=O)C3CCCCC3)ccc2O[C@H]1CN(C)S(C)(=O)=O	2.1
COc1cccc(NC(=O)N[C@H]2C=C[C@@H](CC(=O)N3CCOCC3)O[C@@H]2CO)c1	0.8
O=C(Nc1ccc2c(c1)OCO2)N[C@@H]1CC[C@H](CCNC(=O)C2CC2)O[C@H]1CO	1.7
COc1ccc(CN(C)C[C@@H]2Oc3c(NC(=O)NC(C)C)cccc3C(=O)N([C@H](C)CO)C[C@@H]2C)cc1	-0.1
CCCNC(=O)C[C@@H]1C[C@H]2c3cc(NC(=O)Nc4ccccc4)ccc3O[C@H]2[C@@H](CO)O1	-1.4
C[C@@H]1CN([C@H](C)CO)C(=O)c2cc(C#Cc3cccc(F)c3)cnc2O[C@@H]1CN(C)C(=O)C1CCCCC1	-0.9
C/C=C/c1cnc2c(c1)C(=O)N([C@H](C)CO)C[C@H](C)[C@@H](CN(C)S(=O)(=O)c1ccccc1F)O2	0.9
CO[C@H]1CN(C)C(=O)c2cccc(C#N)c2OC[C@@H]2O[C@@H](CC[C@H]2OC)CCN(C)C(=O)[C@@H]1C	-0.5

Brought forward from above: six entries; new compounds follow.
SMILES	Mtb BioA inh
O=C(Nc1ccc2c(c1)OCO2)N[C@@H]1CC[C@H](CCNC(=O)C2CC2)O[C@H]1CO	1.7
COc1ccc(CN(C)C[C@@H]2Oc3c(NC(=O)NC(C)C)cccc3C(=O)N([C@H](C)CO)C[C@@H]2C)cc1	-0.1
CCCNC(=O)C[C@@H]1C[C@H]2c3cc(NC(=O)Nc4ccccc4)ccc3O[C@H]2[C@@H](CO)O1	-1.4
C[C@@H]1CN([C@H](C)CO)C(=O)c2cc(C#Cc3cccc(F)c3)cnc2O[C@@H]1CN(C)C(=O)C1CCCCC1	-0.9
C/C=C/c1cnc2c(c1)C(=O)N([C@H](C)CO)C[C@H](C)[C@@H](CN(C)S(=O)(=O)c1ccccc1F)O2	0.9
CO[C@H]1CN(C)C(=O)c2cccc(C#N)c2OC[C@@H]2O[C@@H](CC[C@H]2OC)CCN(C)C(=O)[C@@H]1C	-0.5
CC(=O)N(C)C[C@@H]1Oc2cc(C#CC3CC3)ccc2S(=O)(=O)N([C@@H](C)CO)C[C@H]1C	-0.1
C[C@@H]1CN([C@@H](C)CO)C(=O)Cc2cc(NC(=O)CCC(F)(F)F)ccc2O[C@H]1CN(C)C(=O)Nc1ccccc1	0.2
C[C@@H]1CN([C@@H](C)CO)C(=O)c2ccccc2-c2ccccc2CO[C@H]1CN(C)C(=O)Nc1ccc2c(c1)OCO2	-0.8
C[C@H]1CN([C@@H](C)CO)C(=O)c2cc(NC(=O)C3CC3)ccc2O[C@H]1CN(C)S(=O)(=O)c1ccccc1	4.8
CCCC#Cc1ccc([C@@H]2[C@H]3CN(C(=O)c4ccc5c(c4)OCO5)CCCCN3[C@H]2CO)cc1	0.1
Cc1noc(C)c1NC(=O)N(C)C[C@H]1Oc2ccc(N(C)C)cc2C(=O)N([C@H](C)CO)C[C@@H]1C	0.4
Cn1cnc(S(=O)(=O)N[C@@H]2C=C[C@H](CC(=O)N3CCN(c4ccccc4)CC3)O[C@H]2CO)c1	-1.6
CO[C@@H]1CN(C)C(=O)c2cc(NC(C)=O)ccc2OC[C@@H](C)N(Cc2cc(-c3ccccc3)on2)C[C@H]1C	1.4
Cc1ccc(-c2ccc3c(c2)O[C@H](CN(C)C(=O)Nc2ccc(F)cc2)[C@@H](C)CN([C@H](C)CO)S3(=O)=O)cc1	-0.7
COc1ccc(S(=O)(=O)Nc2ccc3c(c2)CC(=O)N([C@H](C)CO)C[C@H](C)[C@H](CN(C)Cc2ccc(C(F)(F)F)cc2)O3)cc1	-0.9
C[C@@H]1CN([C@@H](C)CO)C(=O)c2cc(NC(=O)Nc3ccc(C(F)(F)F)cc3)ccc2O[C@@H](C)CCCCO[C@H]1CN(C)Cc1ccc(C(F)(F)F)cc1	-0.5
Cc1cccc(S(=O)(=O)N2C[C@@H](O)COC[C@@H]3O[C@@H](CC(=O)Nc4ccc(-c5ccccc5)cc4)CC[C@H]32)c1	0.2
Cc1noc(C)c1NC(=O)Nc1ccc2c(c1)CC(=O)N([C@@H](C)CO)C[C@H](C)[C@@H](CN(C)C(=O)Nc1cccc3ccccc13)O2	-2.1
C/C=C/c1cnc2c(c1)C(=O)N([C@H](C)CO)C[C@H](C)[C@H](CN(C)C(=O)c1ccc3c(c1)OCO3)O2	-2.6
C[C@@H]1CN([C@@H](C)CO)C(=O)c2cc(NC(=O)c3ccncc3)ccc2O[C@@H]1CN(C)C(=O)NC1CCCCC1	-0.5
Cc1noc(C)c1NC(=O)Nc1ccc2c(c1)C(=O)N([C@@H](C)CO)C[C@@H](C)[C@@H](CN(C)S(=O)(=O)c1ccccc1)OCCCC[C@@H](C)O2	2.4
C[C@@H]1CCCCO[C@@H](CN(C)C(=O)C2CCCCC2)[C@@H](C)CN([C@H](C)CO)C(=O)c2cc(NC(=O)Nc3ccc(C(F)(F)F)cc3)ccc2O1	-2.9
Cc1ccc(S(=O)(=O)N(C)C[C@@H]2Oc3ncc(C#CC4(O)CCCC4)cc3C(=O)N([C@@H](C)CO)C[C@H]2C)cc1	-0.6
CN1CCN(C(=O)C[C@H]2CC[C@@H]3[C@H](COc4ccc(NC(=O)c5cscn5)cc4C(=O)N3C)O2)CC1	0.2
C[C@H]1CCCCO[C@H](CN(C)C(=O)Nc2ccc(C(F)(F)F)cc2)[C@@H](C)CN([C@@H](C)CO)C(=O)c2cc(NC(=O)Nc3cccc4ccccc34)ccc2O1	-0.6
COc1ccc(NC(=O)Nc2ccc3c(c2)CC(=O)N([C@@H](C)CO)C[C@@H](C)[C@H](CN(C)C(=O)Nc2ccccc2)O3)cc1	-3.1
Cc1ccc(S(=O)(=O)Nc2ccc3c(c2)C(=O)N([C@@H](C)CO)C[C@@H](C)[C@H](CN(C)C(=O)Nc2ccc(F)cc2)OCCCC[C@@H](C)O3)cc1	-1.0
C[C@@H]1CN([C@H](C)CO)C(=O)c2cccc(NC(=O)C3CC3)c2O[C@H]1CN(C)CC1CCCCC1	7.1
C[C@H]1CN([C@@H](C)CO)C(=O)c2cc(NS(=O)(=O)c3ccc(F)cc3)ccc2O[C@H]1CN(C)C(=O)NC1CCCCC1	-2.0
COc1ccc(NC(=O)Nc2ccc3c(c2)CC(=O)N([C@@H](C)CO)C[C@H](C)[C@@H](CN(C)Cc2ccc(Cl)c(Cl)c2)O3)cc1	-2.1
CCC(=O)N1CCCCN2[C@H](CO)[C@H](c3ccc(/C=C/c4ccccc4)cc3)[C@H]2C1	0.2
COc1ccc(NC(=O)Nc2ccc3c(c2)CC(=O)N([C@H](C)CO)C[C@H](C)[C@@H](CN(C)Cc2ccccc2)O3)cc1	-1.1
CC(C)NC(=O)N(C)C[C@H]1OCCCC[C@H](C)Oc2ccc(NC(=O)CCCN(C)C)cc2C(=O)N([C@@H](C)CO)C[C@H]1C	-0.6
COc1ccc(S(=O)(=O)Nc2cccc3c2O[C@@H](CN(C)S(=O)(=O)c2ccc(C)cc2)[C@H](C)CN([C@@H](C)CO)C3=O)cc1	0.0
C[C@H](CO)N1C[C@H](C)[C@H](CN(C)Cc2cccnc2)Oc2cc(-c3ccccc3F)ccc2S1(=O)=O	5.1

Look-ups from the list.
Reading for `C[C@@H]1CN([C@@H](C)CO)C(=O)c2ccccc2-c2ccccc2CO[C@H]1CN(C)C(=O)Nc1ccc2c(c1)OCO2` under Mtb BioA inh: -0.8
Reading for `CNC[C@@H]1Oc2cc(-c3ccccc3OC)ccc2S(=O)(=O)N([C@@H](C)CO)C[C@H]1C` under Mtb BioA inh: -4.9
Reading for `CC(C)NC(=O)N(C)C[C@H]1Oc2ncc(C#CC3CC3)cc2C(=O)N([C@H](C)CO)C[C@H]1C` under Mtb BioA inh: -1.3

Next compounds follow.
SMILES	Mtb BioA inh
C[C@@H]1CN([C@@H](C)CO)C(=O)c2cccc(NS(=O)(=O)c3ccccc3)c2O[C@@H]1CN(C)C(=O)Nc1cccc2ccccc12	-0.7
CO[C@@H]1CC[C@@H]2CCN(C)C(=O)[C@@H](C)N(C)C(=O)c3cccc(C#N)c3OC[C@H]1O2	-0.1
C[C@H]1CN([C@@H](C)CO)C(=O)c2cc(/C=C/c3ccccc3)cnc2O[C@@H]1CN(C)C(=O)Cc1cccnc1	6.6
O=C(C[C@H]1C[C@H]2c3cc(NC(=O)c4ccc5c(c4)OCO5)ccc3O[C@H]2[C@H](CO)O1)NCc1cccnc1	1.2

Compound activity from PubChem BioAssay.
